# Screening results from PubChem.
# TSG101-PTAP inh = qHTS Validation Assay for Inhibitors of HIV-1 Budding by Blocking the Interaction of PTAP/TSG101: Sytravon Library Screen; Tumor susceptibility gene 101 protein (Homo sapiens), Q99816; Fluorescence polarization, FITC-PTAP peptide/Tsg101, 20 min; Potency, µM (top dose mostly 115 µM), for the others: at the top dose activity change, negative = inhibition, most hits filed as inhibitors; 44,000 tested, under 10 active; AID 1347069, 2019; also: potency is read from the fitted curve at half-maximal effect; 0% is about no effect
# Target sequence (Q99816 whole entry, looked up): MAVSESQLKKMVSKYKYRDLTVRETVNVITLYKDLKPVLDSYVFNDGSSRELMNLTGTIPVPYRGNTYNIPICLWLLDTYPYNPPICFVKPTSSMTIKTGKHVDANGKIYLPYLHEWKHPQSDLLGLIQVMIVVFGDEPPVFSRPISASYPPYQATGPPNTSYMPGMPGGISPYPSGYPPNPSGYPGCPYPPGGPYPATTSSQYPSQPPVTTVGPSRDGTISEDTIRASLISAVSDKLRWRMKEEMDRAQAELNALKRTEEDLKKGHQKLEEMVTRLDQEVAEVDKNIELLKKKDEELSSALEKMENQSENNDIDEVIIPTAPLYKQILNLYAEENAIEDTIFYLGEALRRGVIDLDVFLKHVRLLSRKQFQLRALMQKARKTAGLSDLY
#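 Fluorescence polarization: Tsg101 binding domain (10 uM final) in 10 mM HEPES pH 7.5, 0.15 M NaCl, 0.01% Tween 20, 3 mM EDTA, 0.1 mM TCEP; compounds pinned; FITC-PTAP peptide 50 nM final; 20 min, r.t.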
# p53null 32C kill = qHTS Screen for Compounds that Selectively Target Cancer Cells with p53 Mutations: Cytotoxicity of p53 Null Cells at the Permissive Temperature; H1299-neo p53 null cells, ATP luminescence, 24 h, 32C; Potency, µM (series often up to 46.1 µM), for inactives: at the top dose activity change, negative = cytotoxicity, usual class: cytotoxic; 0.62% of 55,000 active; AID 903, 2007;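 also: potency is read from the fitted curve at half-maximal effect; 0% = DMSO only and -100% = full killing by 100 µM tamoxifen; nearly all actives have a fitted effect of over 55% in size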
#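 AC50 values derive from Hill modelling of qHTS concentration-response data (up to 46 uM) in H1299-neo cells. Cells were treated 24 h at 32C following overnight attachment at 37C; viability was read as cellular ATP.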
# FH mod = Identification of activators of human fumarate hydratase by quantitative high-throughput screening; FH coupled MDH/diaphorase resazurin fluorescence, 15 min; Potency, µM (doses to about 79.9 µM), without a hit: top-dose activity change, negative = inhibition, hits mostly inhibitors; 0.22% of 54,000 active; AID 1347055, 2019; also: potency is read from the fitted curve at half-maximal effect; % is scaled to controls: 0 for no effect and ±100 for the full control effect; the screen sought activators but most active calls are inhibition curves; nearly all actives have a fitted effect of over 45% in size
# GALK inh = qHTS Assay for Inhibitors of Human Galactokinase (GALK): NCGC Sytravon Library Screen; 44,000 tested, under 10 active; AID 1347072, 2019; Potency, µM (series often up to 57.5 µM), for the others: at the top dose activity, negative = inhibition, actives largely listed as inhibitors; P51570; recombinant GALK, Kinase-Glo ATP luminescence, 1 h;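 also: plate controls were full GALK reaction for no effect and reaction lacking GALK for full effect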
# Target sequence (P51570 whole entry, looked up): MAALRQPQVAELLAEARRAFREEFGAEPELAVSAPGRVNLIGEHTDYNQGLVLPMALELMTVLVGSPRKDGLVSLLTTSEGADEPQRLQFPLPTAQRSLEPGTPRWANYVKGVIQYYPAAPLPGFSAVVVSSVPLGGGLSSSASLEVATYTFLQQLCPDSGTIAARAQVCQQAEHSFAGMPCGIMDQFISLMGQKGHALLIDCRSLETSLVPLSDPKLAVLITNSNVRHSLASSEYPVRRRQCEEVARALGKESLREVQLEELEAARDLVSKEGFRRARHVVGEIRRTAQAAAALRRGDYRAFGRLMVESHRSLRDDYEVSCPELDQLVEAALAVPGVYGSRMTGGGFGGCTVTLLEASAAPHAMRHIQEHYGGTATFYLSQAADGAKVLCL
#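 Compounds were pinned into ATP buffer, then GALK-galactose mix was added (final 5 nM enzyme, 35 uM ATP, 100 uM galactose, pH 8.0). After 1 h at room temperature, Kinase-Glo Plus was added and luminescence read.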
# p53null 39C tox = qHTS Screen for Compounds that Selectively Target Cancer Cells with p53 Mutations: Cytotoxicity of p53 Null Cells at the Nonpermissive Temperature. 0.97% of 55,000 active. Potency, µM (doses to about 46.1 µM), for the others: at the highest dose activity, negative = cell killing, most hits filed as cytotoxic. H1299 p53-null (neo) cells, 39C, ATPlite viability, 24 h;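 also: potency is read from the fitted curve at half-maximal effect; 0% = DMSO only and -100% = full killing by 100 µM tamoxifen; nearly all actives have a fitted effect of over 50% in size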
#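 ATP-luminescence viability readout (ATPlite, 20 min RT) after 24 hr compound treatment at 39C of H1299-neo or H1299-p53A138V cells; titration up to 46 uM; normalized to DMSO and 100 uM tamoxifen; Hill-fit AC50.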
# NTMT1 inh = Primary qHTS for Inhibitors of N-terminal methyltransferase 1 (NTMT1): MTaseGlo Assay. N-terminal Xaa-Pro-Lys N-methyltransferase 1 (Homo sapiens), Q9BV86. NTMT1 MTase-Glo SAH luminescence, purified enzyme. Potency, µM (series often up to 114 µM), for inactives: top-dose activity change, negative = inhibition, most hits filed as inhibitors. 2.5% of 59,000 active. AID 1645870, 2021;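 also: potency is read from the fitted curve at half-maximal effect; plate controls were DMSO vehicle for no effect and no enzyme for full effect; nearly all actives have a fitted effect of over 65% in size; many of its hits are not listed in these tables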
# Target sequence (Q9BV86 whole entry, looked up): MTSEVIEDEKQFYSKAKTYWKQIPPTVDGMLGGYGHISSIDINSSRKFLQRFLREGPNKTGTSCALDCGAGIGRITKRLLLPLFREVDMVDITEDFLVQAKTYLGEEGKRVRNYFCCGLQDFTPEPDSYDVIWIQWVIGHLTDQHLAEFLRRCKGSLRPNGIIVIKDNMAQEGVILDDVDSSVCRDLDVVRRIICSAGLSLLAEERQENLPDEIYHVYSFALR
# B2AR arrestin ag = qHTS assay of beta-arrestin-biased ligands of beta2-adrenergic receptor: NCGC Sytravon Library Screen; Potency, µM (series often up to 46.1 µM), for the others: at the highest dose activation, usual class: activators; 44,000 tested, under 10 active; HTLA Tango cells, beta-arrestin recruitment, luciferase luminescence, 18 h; Beta-2 adrenergic receptor (Homo sapiens), P07550;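 also: potency is read from the fitted curve at half-maximal effect; 0% = DMSO and full agonism = EC100 isoproterenol or metaproterenol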
#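 First, Tango cells carrying beta2-AR and beta-arrestin fusions received compound up to 46 microM. After 18 hr at 37 degrees C, luciferase substrate was added for 15 minutes, then luminescence gave %Activity for curve fitting.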
# * = called active by the depositor; ? = inconclusive; . = no result given; [ ] = remark or other dose. Calls follow the shape of the dose curve; as a rule, active = well fitted curve in the direction sought with a large enough effect; inconclusive = small, poorly fitted or top-dose-only effect, or another doubt; inactive = no such curve, though single readings can be large; an effect the other way counts as inactive or inconclusive. A portion of the library; the hit share may differ from the screen's.
SMILES | TSG101-PTAP inh | p53null 32C kill | FH mod | GALK inh | p53null 39C tox | NTMT1 inh | B2AR arrestin ag
CCOc1cc(C(=O)Nc2ccc3nc(Nc4cccc(Cl)c4)cc(C)c3c2)cc(OCC)c1OCC | -2% | -4% | -12% | 6% | -2% | -8% | 1%
COc1ccccc1NC(=O)c1oc2ccccc2c1NC(=O)Cc1cccs1 | 3% | ? | -3% | 6% | -6% | 10% | -2%
COc1ccc2c(CNC3CCCC3)c(C(=O)O)n(Cc3ccccc3C)c2c1 | -2% | -10% | ? | 2% | -19% | 2% | 1%
Cc1ccc2c(c1)-c1c(cnc3cc(-c4ccc(F)cc4)nn13)CO2 | -4% | . | -1% | -3% | . | -1% | -2%
CC(=O)Nc1cccc(NC(=O)CSc2nccn2C2CCCC2)c1 | -5% | 7% | -6% | -7% | -8% | -3% | -4%
COc1ccc(NC(=O)c2ccc3oc(=O)c(S(=O)(=O)c4ccc(C)cc4)cc3c2)cc1OC | 2% | 2% | -10% | 0% | -22% | 13% | -2%
CCOc1ccc(CNC(=O)c2ccc3c(c2)N(CC)CCS3)cc1 | 0% | -9% | -25% | 3% | 6% | 4% | 0%
CCCC(=O)Nc1ccc2nn(-c3ccc(CC)cc3)nc2c1 | -5% | 1% | 2% | 0% | -6% | 10% | 1%
CCCCOc1ccc(C2C(=O)N(C3CCCCC3)CC(=O)N2C2CCCCC2)cc1 (configuration not stated) | 1% | -1% | 1% | -1% | 27% | 15% | 0%
CCCCN(C)CCCNC(=O)CN1N=C(c2ccc(OC)cc2)CCC1=O | 2% | 6% | 2% | 3% | -4% | 3% | 0%
COc1ccc(CNc2ncnc3onc(-c4ccc(F)cc4)c23)cc1 | -5% | 1% | -3% | 1% | -3% | -1% | 2%
COc1ccc(CCNC(=O)c2ccc3c(c2)N(Cc2ccc(C)cc2)CCS3)cc1OC | -8% | 32%[activator] | -15% | 1% | 3% | 16% | -2%
CCOC(=O)c1cc2c(=O)n3ccccc3nc2n(CCOC)c1=NC(=O)c1c(-c2ccccc2Cl)noc1C | -2% | 0% | -16% | 6% | -9% | 5% | 1%
O=C(CNC(=O)c1ccccc1F)OCc1cc(=O)n2nc(C3CCCCC3)sc2n1 | -1% | -7% | 4% | 0% | -14% | -3% | 0%
COc1ccccc1C(=O)Nc1nc2ccc(S(=O)(=O)N3CCCC3)cc2s1 | -2% | 2% | 2% | -2% | -4% | -4% | 0%
CC(C)CC(=O)Nc1nnc(S(=O)(=O)N(CC(C)C)c2ccccc2)s1 | 8% | -13% | -6% | 1% | -1% | 8% | 1%

# Pulled by compound from the entries so far, 4 records:
SMILES | TSG101-PTAP inh | p53null 32C kill | FH mod | GALK inh | p53null 39C tox | NTMT1 inh | B2AR arrestin ag
CCCCOc1ccc(C2C(=O)N(C3CCCCC3)CC(=O)N2C2CCCCC2)cc1 (configuration not stated) | 1% | -1% | 1% | -1% | 27% | 15% | 0%
COc1ccc(CNc2ncnc3onc(-c4ccc(F)cc4)c23)cc1 | -5% | 1% | -3% | 1% | -3% | -1% | 2%
CCOC(=O)c1cc2c(=O)n3ccccc3nc2n(CCOC)c1=NC(=O)c1c(-c2ccccc2Cl)noc1C | -2% | 0% | -16% | 6% | -9% | 5% | 1%
CCCCN(C)CCCNC(=O)CN1N=C(c2ccc(OC)cc2)CCC1=O | 2% | 6% | 2% | 3% | -4% | 3% | 0%

# The list continues.
SMILES | TSG101-PTAP inh | p53null 32C kill | FH mod | GALK inh | p53null 39C tox | NTMT1 inh | B2AR arrestin ag
CCc1ccc(S(=O)(=O)c2nnn3c2nc(NC(C)C)c2sccc23)cc1 | 3% | 2% | -9% | 5% | -18% | 6% | 0%
COc1ccc(-n2ncc3c2ncn2nc(-c4ccc(Cl)cc4Cl)nc32)cc1 | 2% | 3% | -2% | 0% | -5% | 10% | 0%
CCCCC1CCC(C(=O)N2CC(=O)Nc3ccc(Cl)cc3C2c2ccc(F)cc2)CC1 (configuration not stated) | -3% | 22% | -19% | 2% | 33%[activator] | 1% | 1%
CC(=O)c1ccc(NS(=O)(=O)c2ccc3[nH]c4c(c3c2)CCCCCC4)cc1 | -5% | 33%[activator] | ? | 0% | -15% | -6% | -1%
CCc1ccc(C2Sc3ccccc3NC3=C2C(=O)c2ccccc23)cc1 (configuration not stated) | -8% | -9% | ? | 8% | 34% | -14% | 1%
Cc1nn2c(=O)cc(COC(=O)c3ccccc3NC(=O)COc3ccccc3C)nc2s1 | 1% | -5% | 2% | -3% | -6% | -3% | -1%
CCOCCCNC(=O)C(c1ccccc1)N(Cc1cccs1)C(=O)c1ccc(NC(C)=O)cc1 (configuration not stated) | 0% | -4% | 27% | 4% | -8% | 3% | 1%
COc1ccc(NC(=O)CCS(=O)(=O)c2nc(-c3ccc4c(c3)OCO4)cc(C(F)(F)F)n2)cc1 | 2% | 39%[activator] | -33% | 2% | 89%[activator] | -1% | ?
CCOc1ccccc1CNc1nc2nc(C)cc(C)n2n1 | 0% | -3% | -6% | 4% | -10% | -1% | 0%
O=C(Nc1ccc(Br)cc1)C1CCCN(S(=O)(=O)c2ccc(Br)s2)C1 (configuration not stated) | -6% | -11% | 2% | 1% | -27% | -7% | 0%
COC(=O)c1scc(-c2ccc(C)cc2)c1S(=O)(=O)Nc1cc(Cl)ccc1C | 3% | -1% | -21% | 0% | 21% | 17% | 0%
O=C(Nc1cc(F)ccc1F)c1cnn2c(C(F)F)cc(-c3ccccc3)nc12 | -1% | -2% | -2% | 3% | -10% | 3% | 0%
Cc1ccc(Oc2nc3c(c(=O)n(Cc4ccccc4)c(=O)n3C)n2C)cc1C | -6% | 21% | -23% | 0% | 0% | 3% | 0%
O=C(O)Cn1nnc(-c2ccc(OCc3cccc(C(F)(F)F)c3)cc2)n1 | 1% | -16% | -11% | -1% | 1% | 7% | 0%
CCc1ccc(NC(=O)Cn2ccn(-c3cccc(Cl)c3)c(=O)c2=O)cc1 | -4% | -4% | 5% | 0% | -23% | -3% | 0%
Cc1ccc(C)c(N(C)C(=O)c2cn(C)c(=O)c3ccccc23)c1 | -8% | 4% | -8% | -2% | -5% | 19% | 0%
Cc1nn(CC(=O)NC2CCC(C)CC2)c(=O)c2c1sc1ccccc12 (configuration not stated) | 1% | 2% | -2% | 3% | -23% | 9% | -2%
Cc1cccc(C(C)C)c1NC(=O)c1ccc2c(c1)CCCN2S(C)(=O)=O | 0% | 13% | -11% | 3% | -22% | -1% | -1%
Cc1ccc(CNC(=O)c2cc(C)nc3c2c(C)nn3-c2ccc(C)cc2)cc1 | -2% | 3% | -3% | -1% | 14% | 1% | 0%
Cc1cc(C)cc(NC(=O)c2sc3nc[nH]c(=O)c3c2C)c1 | 0% | -11% | 13% | 2% | -1% | 11% | 0%
COCCNC(=O)CSc1nnc2[nH]c(=O)cc(C)n12 | -1% | 0% | -4% | 3% | 29% | -3% | -4%
Cc1cc(C)cc(NC(=O)CCCc2nc(-c3ccccc3Cl)no2)c1 | 1% | 2% | -6% | -1% | -12% | 16% | -2%
CCC1CCCCN1C(=O)CSc1nc2c([nH]c3ccccc32)c(=O)n1-c1ccc(OC)cc1 (configuration not stated) | -5% | 13% | -7% | 1% | -23% | 24% | 2%
CCOC(=O)CSc1nc2cc3c(cc2c(=O)n1Cc1ccc(C(=O)NCCc2ccc(OC)c(OC)c2)cc1)OCO3 | -6% | -1% | 0% | 2% | 2% | -1% | -1%
COc1cccc2sc(NC(=O)CS(=O)(=O)c3ccc(C)cc3)nc12 | -4% | 1% | -3% | -4% | 6% | -20% | -3%
CCC12CN3CC(C)(CN(C1)C3c1c(C)n(C)c3ccccc13)C2=O (configuration not stated) | -2% | 0% | -10% | -2% | -21% | 12% | -2%
Cn1nc(C(=O)Nc2cc(F)ccc2F)c2c1-c1ccccc1SC2 | -2% | 0% | 4% | 0% | 2% | 9% | -3%
Cc1ccc(NC(=O)Cn2c(=O)n(Cc3ccc(F)cc3)c(=O)c3cccnc32)cc1C | 2% | -4% | -4% | 2% | -17% | 2% | 1%
O=C(CSc1nc2c(oc3ccccc32)c(=O)n1Cc1ccco1)Nc1cccc(Cl)c1 | -1% | -8% | -3% | 5% | -18% | 11% | 0%
CCOc1ccc(C(=O)Nc2ccc3nn(-c4ccc(OC)c(Cl)c4)nc3c2)cc1 | 1% | 2% | -1% | 0% | 12% | 12% | -1%
Cc1ccc(C(C)C)c(OCC(=O)NCC2(N(C)C)CCCCC2)c1 | 1% | -1% | -11% | 3% | -16% | -2% | -4%
Cc1ccccc1N(C)S(=O)(=O)c1nnc(NC(=O)c2ccccc2F)s1 | 1% | -10% | -11% | -2% | -21% | 8% | -1%
CCC(CC)C(=O)N1CCc2cc(OC)c(OC)cc2C1COc1ccccc1OC (configuration not stated) | -7% | 4% | -1% | -1% | 4% | 7% | 2%
CCC(=O)N1c2nc(C(C)C)nn2C2(CCCCC2)[C@@H]2CCCC[C@@H]21 | 1% | -8% | -11% | -5% | -6% | ? | -4%
COc1cc(NC(=O)Cn2cc(S(=O)(=O)c3ccccc3)c(=O)c3ccccc32)cc(OC)c1 | 5% | 16% | -17% | 6% | 12% | -18% | 0%
CCOc1ccc(-n2c(C)nc3cc(C(=O)NCc4ccc(C)cc4)ccc32)cc1 | -5% | 17% | ? | -1% | -7% | -7% | 2%
COc1ccc(OC)c(NC(=O)c2cc3cc(C)ccc3n2C)c1 | -1% | -3% | ? | 7% | -11% | -1% | -3%

# Filtered by structure: those above with a COOH group
SMILES | TSG101-PTAP inh | p53null 32C kill | FH mod | GALK inh | p53null 39C tox | NTMT1 inh | B2AR arrestin ag
COc1ccc2c(CNC3CCCC3)c(C(=O)O)n(Cc3ccccc3C)c2c1 | -2% | -10% | ? | 2% | -19% | 2% | 1%
O=C(O)Cn1nnc(-c2ccc(OCc3cccc(C(F)(F)F)c3)cc2)n1 | 1% | -16% | -11% | -1% | 1% | 7% | 0%
